Compound activity: PubChem, Sanford-Burnham Center for Chemical Genomics
APOBEC3G inh: APOBEC3G (human) deaminase inhibition; inhibition, % at 20 µM; Q9HC16; 330,000 tested, 0.28% active; recombinant A3G, ssDNA deamination FAM/TAMRA fluorescence;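 active = inhibition of at least 40% at 20 µM, with no more than 30% in the related APOBEC3A deaminase screen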;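 note: plate controls were DMSO wells with A3G for no effect and wells lacking A3G enzyme for full effect; some compounds called inactive have numbers as strong as hits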
Target sequence (Q9HC16 whole entry, looked up): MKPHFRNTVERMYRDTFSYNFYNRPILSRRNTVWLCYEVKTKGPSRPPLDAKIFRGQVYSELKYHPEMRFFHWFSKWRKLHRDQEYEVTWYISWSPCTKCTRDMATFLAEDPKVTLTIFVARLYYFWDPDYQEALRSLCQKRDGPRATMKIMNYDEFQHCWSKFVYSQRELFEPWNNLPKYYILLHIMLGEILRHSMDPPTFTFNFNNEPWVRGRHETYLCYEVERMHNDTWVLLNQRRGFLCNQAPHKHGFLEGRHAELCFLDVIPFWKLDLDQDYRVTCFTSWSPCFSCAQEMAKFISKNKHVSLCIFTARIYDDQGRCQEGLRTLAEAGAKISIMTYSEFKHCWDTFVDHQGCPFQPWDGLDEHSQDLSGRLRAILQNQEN
hIAP block: human IAP inhibition. P09923. purified IAP, CDP-Star luminescence, 30 min. inhibition, % at 10 µM. 330,000 tested, 0.12% active. AID 2544;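 active = inhibition reaching a set limit with compound at 10 µM in the primary screen, cut at about 35% in these data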;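 note: plate controls were DMSO wells with enzyme for no effect and no-enzyme buffer wells for full effect; values of inactives mirror those of a sister screen read the other way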
Target sequence (P09923 whole entry, looked up): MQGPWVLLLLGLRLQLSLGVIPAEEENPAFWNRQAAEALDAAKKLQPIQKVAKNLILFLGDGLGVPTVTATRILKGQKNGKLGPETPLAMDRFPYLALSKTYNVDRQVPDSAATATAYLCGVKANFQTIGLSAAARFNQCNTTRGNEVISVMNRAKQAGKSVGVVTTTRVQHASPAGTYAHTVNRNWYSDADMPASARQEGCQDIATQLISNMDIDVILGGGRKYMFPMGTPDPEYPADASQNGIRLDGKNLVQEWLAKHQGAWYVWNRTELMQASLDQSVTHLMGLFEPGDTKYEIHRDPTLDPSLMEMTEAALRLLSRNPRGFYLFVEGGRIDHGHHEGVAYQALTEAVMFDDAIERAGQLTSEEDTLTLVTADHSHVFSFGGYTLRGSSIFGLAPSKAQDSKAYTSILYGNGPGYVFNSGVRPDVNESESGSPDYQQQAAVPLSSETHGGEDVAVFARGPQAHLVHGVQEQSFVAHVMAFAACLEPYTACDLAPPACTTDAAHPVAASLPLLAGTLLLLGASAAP
A3A deaminase: blocks human APOBEC3A ssDNA deamination. inhibition, % at 20 µM. 330,000 tested, 0.41% active. P31941. recombinant A3A, FAM/TAMRA ssDNA deamination fluorescence;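 active = at least 40% inhibition at 20 µM here, with at most 30% in a related deaminase screen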;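 note: plate controls were A3A with DMSO for no effect and wells lacking A3A enzyme for full effect; some results filed as inactive read as strong as hits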
Target sequence (P31941 whole entry, looked up): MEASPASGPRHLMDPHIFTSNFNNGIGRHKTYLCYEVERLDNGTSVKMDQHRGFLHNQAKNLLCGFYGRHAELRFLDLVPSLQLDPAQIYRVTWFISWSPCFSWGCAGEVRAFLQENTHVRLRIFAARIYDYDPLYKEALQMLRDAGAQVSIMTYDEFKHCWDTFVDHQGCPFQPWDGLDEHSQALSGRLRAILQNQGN
hIAP act: increases human intestinal alkaline phosphatase activity. P09923. purified human IAP, CDP-Star luminescence, 30 min; stronger effect = higher value; 1 = vehicle-only enzyme, 0 = enzyme-free background. activation factor at 10 µM. 330,000 tested, 0.16% active. AID 2524;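 active = activation factor of the enzyme at least 2-fold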; note: the source names both 10 and 20 µM as test concentration; values of inactives mirror those of a sister screen read the other way
mIAP activ: increases mouse intestinal alkaline phosphatase activity; muIAP, CDP-Star luminescence, 30 min; stronger effect = higher value; 1 = vehicle-only enzyme signal, 0 = enzyme-free wells; activation factor at 10 µM; 330,000 tested, 0.24% active; AID 2805;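 active = activation factor of at least 2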; note: the source names both 10 and 20 µM as test concentration; values of inactives mirror those of a sister screen read the other way
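also added = chemiluminescent substrate CDP-Star | test system = mouse IAP enzyme | signal = chemiluminescence readout | compound = DMSO-dissolved test compounds | incubation = 30 min at room temperature | benchmarks = DMSO wells, no-enzyme wells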
MIN6 prolif: MIN6 beta-cell proliferation induction; 330,000 tested, 0.29% active; proliferation, % at 10 µM; MIN6 cells proliferation, ATPlite luminescence, 48 h; cells starved in 0.2% serum; 100% = growth in 10% serum;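 active = compounds whose signal lies at least 3.5 SD above the mean of all wells on their plate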;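 note: 0% = DMSO-treated cells in low-serum medium and 100% = 10% serum control; some compounds called inactive have numbers as strong as hits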
MPTP block: inhibitors of mitochondrial permeability transition pore | isolated mouse mitochondria, Ca2+ swelling absorbance, 30 min | inhibition, % at 10 µM | 360,000 tested, 1.4% active;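 active = inhibition of 50% or more, scaled per plate between neutral and stimulator controls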;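 note: 0% = DMSO wells given calcium and 100% = 1 mM EGTA wells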
mIAP block: blocks mouse intestinal alkaline phosphatase | purified mouse IAP, CDP-Star luminescence, 30 min | inhibition, % at 10 µM | 330,000 tested, 0.2% active | AID 2806;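 active = inhibition of at least 40% at 10 µM in the primary screen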;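 note: plate controls were DMSO with enzyme for no effect and no enzyme wells for full effect; values of inactives mirror those of a sister screen read the other way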
NR3A LBD binder: modulates the human NR3A ligand-binding domain. NR3A LBD differential scanning fluorimetry, Tm shift; 0% = protein alone, 100% = glycine-bound protein. Tm shift relative to glycine control, % at 25 µM. 340,000 tested, 2.5% active. AID 1259313;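 active = melting temperature shift of at least 10% of the positive control shift, at one fixed dose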
An asterisk follows results filed as active; · = not tested or not shown. Random draw from the library; overall some 5% were active at least once.

SMILES | APOBEC3G inh | hIAP block | A3A deaminase | hIAP act | mIAP activ | MIN6 prolif | MPTP block | mIAP block | NR3A LBD binder
O=c1[nH]c2cc3c(cc2cc1C(c1nnnn1Cc1ccccc1)N1CCCc2ccccc21)OCO3 (stereo not given) | -6 | 23 | 2 | 0.77 | 0.93 | -6 | · | 7 | -1
NC(=O)COC(=O)CCSc1ccc(Cl)cc1 | 7 | -10 | 6 | 1.1 | 1.1 | -1 | -0.4 | -12 | -2
COc1ccc(N(CC(=O)Nc2ccc3c(c2)OCO3)S(=O)(=O)c2c(C)nn(C)c2C)cc1 | -8 | 16 | -2 | 0.84 | 1.1 | -2 | -0.4 | -11 | -2
Cn1cc(CN2CCCC(C(=O)c3cccs3)C2)c(-c2cccc(Cl)c2)n1 (stereo not given) | -5 | -19 | -8 | 1.2 | 1 | -1 | 0.7 | -3 | -1
CSc1ccccc1C(=O)NCCCOC(C)C | 0 | -1 | 1 | 1 | 1 | 0 | 0.5 | -4 | 1
CCOC(=O)N1CCC(NC(=O)c2cnn3cccnc23)CC1 | 4 | 17 | -5 | 0.83 | 1.2 | -1 | -1.7 | -18 | 7
CC1(C)C(=O)OC(/C=C\c2ccccc2)C(C)(C)C1=O (stereo not given) | 2 | 10 | 1 | 0.9 | 1.1 | -3 | -0.1 | -6 | 0
CNc1nc(-c2ccc3c(c2)CCN3C(=O)CC(C)(C)C)c(C)s1 | -11 | -3 | -8 | 1 | 1.1 | -3 | 0.3 | -6 | -12
Cc1nc2ccccc2n1C1CCN(CC(=O)NCc2ccc(F)cc2)CC1 | -1 | -4 | -6 | 1 | 1.1 | -2 | 1.9 | -6 | -1
Cc1ccc2[nH]c3c(c2c1)CN(C(=O)CN1CCN(c2cccc(C)c2C)CC1)CC3 | -10 | -14 | -5 | 1.1 | 1.2 | -4 | 1.5 | -16 | 1
NS(=O)(=O)c1cccn1-c1ncc(C(F)(F)F)cc1Cl | 10 | 5 | 6 | 0.95 | 1 | 1 | -2.9 | 0 | -1
CC(O)[C@H]1CC[C@H]2[C@@H]3CC[C@H]4C[C@H](O)CC[C@]4(C)[C@H]3[C@H](O)C[C@]12C (stereo not given in full) | -11 | -3 | -2 | 1 | 1 | 3 | 0.6 | -3 | -1
COc1ccc(NC(=O)NN2CCOCC2)cc1OC | -1 | -20 | -4 | 1.2 | 1.1 | -2 | -3.4 | -10 | 1
CCCCCCCCCCCCCCCC[n+]1ccc(C(N)=O)cc1 | 38 | 15 | 35 | 0.85 | 0.8 | 0 | -2.3 | 20 | 16*
COc1cc(OC)cc(C(=O)Nc2ncn[nH]2)c1 | -6 | -86 | -1 | 1.9 | 0.94 | 2 | 1.1 | 6 | -1
Cc1ccc(SCC(=O)NNC(=O)CCS(=O)(=O)c2ccccc2)cc1 | 0 | -35 | -2 | 1.4 | 0.99 | 3 | -2.8 | 1 | -2
CSc1ccccc1NC(=O)CN(C)CC(=O)Nc1c(F)cccc1F | -5 | -15 | -3 | 1.2 | 1 | 0 | 0.5 | 0 | 1
COc1cc(COc2ccc3c(C)c(Cc4ccccc4)c(=O)oc3c2)cc(OC)c1OC | -4 | -4 | -1 | 1 | 1.1 | -4 | 1.9 | -6 | -2
COc1cc(C(=O)Nc2ccc(Cl)c([N+](=O)[O-])c2)cc(OC)c1OC | -5 | 0 | 1 | 1 | 0.93 | -3 | -0.4 | 7 | -4
COc1ccc(OC)c(NC(=O)CCN2CC(C)OC(C)C2)c1 (stereo not given) | -2 | -2 | 3 | 1 | 1 | 3 | 0.4 | -1 | 2
CC(C)C[C@H](NC(=O)c1[nH]cnc1C(=O)Nc1ccc(Cl)cc1)C(=O)OC(C)(C)C | -5 | -59 | 1 | 1.6 | 0.94 | -8 | 1.0 | 6 | -2
CC(=O)Nc1ccc(C(=O)CS(=O)(=O)c2ccc(C)cc2)cc1 | -10 | -10 | -8 | 1.1 | 1.1 | -2 | -2.9 | -15 | 2
COc1ccccc1CNC(=O)C1COc2ccccc2O1 (stereo not given) | -1 | 11 | 0 | 0.89 | 1 | 1 | -0.4 | -4 | -2
CCN1CCN(CC(=O)N2N=C(c3cccs3)CC2c2ccc(OC)c(OC)c2)C(=O)C1=O (stereo not given) | -2 | -23 | -3 | 1.2 | 1.1 | 4 | 1.8 | -12 | -2
CC(C)N(C(=O)COC(=O)c1cccnc1Cl)c1ccccc1 | -2 | 4 | -1 | 0.96 | 1.1 | 2 | 0.3 | -8 | 0

3 entries drawn at random from those above:
SMILES | APOBEC3G inh | hIAP block | A3A deaminase | hIAP act | mIAP activ | MIN6 prolif | MPTP block | mIAP block | NR3A LBD binder
Cn1cc(CN2CCCC(C(=O)c3cccs3)C2)c(-c2cccc(Cl)c2)n1 (stereo not given) | -5 | -19 | -8 | 1.2 | 1 | -1 | 0.7 | -3 | -1
O=c1[nH]c2cc3c(cc2cc1C(c1nnnn1Cc1ccccc1)N1CCCc2ccccc21)OCO3 (stereo not given) | -6 | 23 | 2 | 0.77 | 0.93 | -6 | · | 7 | -1
Cc1ccc2[nH]c3c(c2c1)CN(C(=O)CN1CCN(c2cccc(C)c2C)CC1)CC3 | -10 | -14 | -5 | 1.1 | 1.2 | -4 | 1.5 | -16 | 1

(further entries)
SMILES | APOBEC3G inh | hIAP block | A3A deaminase | hIAP act | mIAP activ | MIN6 prolif | MPTP block | mIAP block | NR3A LBD binder
Cc1cccc(OCC(=O)N(C)CC(=O)Nc2cccc(F)c2)c1C | -8 | 4 | -4 | 0.96 | 1.1 | -1 | -0.3 | -9 | 0
CC(C)C(NC(=O)c1ccccc1)C(=O)NCc1ccccn1 (stereo not given) | -7 | -2 | -10 | 1 | 1.1 | 5 | -0.6 | -12 | 2
CN1CCCN(Cc2ccccc2Br)CC1 | 14 | -16 | -3 | 1.2 | 1 | -3 | -1.4 | -4 | 3
CCC(=O)N1C(=O)CCN(C(C)=O)c2ccccc21 | -1 | 3 | -1 | 0.97 | 1 | 5 | 0.7 | 0 | -1
COc1ccccc1N1CCN(c2ccc(S(=O)(=O)N3CCN(C)CC3)cn2)CC1 | -6 | -5 | 1 | 1 | 0.96 | -2 | 0.4 | 4 | -1
Cc1ccc(-c2nnc(NC(=O)C3=COCCO3)o2)c(C)c1 | -10 | 6 | -6 | 0.94 | 0.92 | -5 | -0.9 | 8 | ·
Cc1cc(=O)c2ccc3ccccc3c2[nH]1 | 1 | 6 | 2 | 0.94 | 1.1 | -5 | 0.1 | -10 | 0
CCC(CC)C(=O)NCCc1cc2c(C)ccc(C)c2[nH]c1=O | -6 | -12 | 2 | 1.1 | 1.1 | -1 | -0.7 | -8 | 1
Cc1cc(-c2ccccc2)[nH]c(=O)c1S(=O)(=O)c1ccccc1 | -2 | -1 | 1 | 1 | 0.94 | -2 | -0.1 | 6 | 2
O=C(CNC(=S)N(Cc1ccccc1F)C1CCCCC1)NCCN1CCOCC1 | -3 | -18 | 4 | 1.2 | 0.97 | -3 | -0.8 | 3 | -1
COc1ncc(-c2ccc3c(c2)S(=O)(=O)c2cccc(C(=O)NCc4ccco4)c2C3=O)cn1 | -7 | -4 | 0 | 1 | 0.95 | -2 | 0.2 | 5 | 0
CCc1nc2oc3ccccc3c(=O)c2c(=O)n1Cc1ccc(OC)cc1 | 4 | 10 | -13 | 0.9 | 0.94 | -3 | 2.5 | 6 | 1
Cc1cc([N+](=O)[O-])ccc1NCc1ccco1 | -16 | 21 | -7 | 0.79 | 0.95 | 1 | -3.9 | 5 | 0
CCC(Oc1ccccc1)C(=O)Nc1ccccc1C(=O)N1CCCCC1 (stereo not given) | -9 | 25 | -5 | 0.75 | 1 | 7 | -0.8 | -2 | 10
O=C(NC1(C(F)(F)F)C(=O)Nc2c1c(=O)[nH]c(=O)n2Cc1ccco1)C1CCCCC1 (stereo not given) | -12 | -4 | -3 | 1 | 0.9 | -1 | 1.0 | 10 | -3
COc1ccc(C(=O)NNC(=S)Nc2ccccc2)cc1 | -2 | -60 | -2 | 1.6 | 0.96 | 2 | -1.5 | 4 | 2
CCn1c(COc2ccccc2C)nnc1SCC(=O)N1CCC(C)CC1 | -8 | -8 | -9 | 1.1 | 0.98 | -1 | -1.7 | 2 | -1
CCOC(=O)C1CCCN(C(=O)c2ccc3c(c2)N(C)C(=O)/C(=C/c2ccccc2Cl)S3)C1 (stereo not given) | -4 | 2 | 3 | 0.98 | 0.96 | -4 | 0.5 | 4 | -3
Cc1cc(C)cc(NC(=O)CCc2nc3sc4c(c3c(=O)[nH]2)CCCC4)c1 | 2 | -4 | 6 | 1 | 0.92 | -3 | 1.7 | 8 | 2
CCOC(=O)c1cc(NC(=O)CNCC(c2ccccc2)N(C)C)cc(C(=O)OCC)c1 (stereo not given) | 0 | -11 | -4 | 1.1 | 0.95 | -5 | -0.8 | 5 | 1
O=C(CSc1nc2ccccc2c(=O)[nH]1)Nc1ccc([N+](=O)[O-])cc1 | -8 | 1 | -6 | 0.99 | 0.89 | -4 | 36 | 11 | 0
Cc1cc(N(C)Cc2ccccc2)nc(-c2ccccc2)n1 | -3 | 3 | -4 | 0.97 | 0.98 | -3 | -1.2 | 2 | 3
CC(=O)Nc1cc(Cl)ccc1OS(=O)(=O)c1ccc(C)cc1 | -6 | -4 | -2 | 1 | 1.2 | -2 | 1.4 | -20 | -1
CC12CCC(C(=O)N(c3ccccn3)c3ccccn3)(OC1=O)C2(C)C (stereo not given) | -9 | 6 | -6 | 0.94 | 0.92 | -2 | 0.5 | 8 | 1
O=C(Nc1ccccc1)N(c1ccccc1)C1C=CS(=O)(=O)C1 (stereo not given) | -6 | -23 | -3 | 1.2 | 1.1 | -1 | -0.5 | -10 | 0

Carrying on:
SMILES | APOBEC3G inh | hIAP block | A3A deaminase | hIAP act | mIAP activ | MIN6 prolif | MPTP block | mIAP block | NR3A LBD binder
COc1ccc(/C=C(\NC(=O)c2ccccc2)C(=O)NNC(=O)CCN2CCOCC2)cc1 | -1 | -22 | 1 | 1.2 | 0.93 | -4 | -2.6 | 8 | 5
COC(=O)C1C(=O)C2=C(CC1C)NC(=O)CC2c1cccc(C)c1 (stereo not given) | 5 | 6 | 4 | 0.94 | 1.1 | -1 | 1.0 | -6 | 1
CSc1cccc(NC(=O)COC(=O)c2ccccn2)c1 | -3 | -21 | 1 | 1.2 | 1 | -4 | -0.9 | 0 | 3
COc1cccc(-c2nc(CS(=O)CC(=O)NC3CCCC3)c(C)o2)c1 (stereo not given) | -6 | 0 | -5 | 1 | 0.93 | -5 | -2.3 | 7 | -1
CCc1ccc(-c2nnn(Cc3nc4ccccc4s3)n2)cc1 | -7 | 8 | 0 | 0.92 | 0.99 | -3 | 7.5 | 1 | -4
Cc1ccccc1Oc1ncnc2sccc12 | -5 | 6 | -2 | 0.94 | 1 | -2 | 3.1 | -5 | -3
Oc1ccc(N=Nc2n[nH]c(-c3ccccc3)n2)cc1 | 1 | 30 | 5 | 0.7 | 0.82 | -5 | 0.3 | 18 | 10*
Cc1cccc(C)c1NC(=O)N1CCN(C2CCCCC2)CC1 | 3 | -16 | 0 | 1.2 | 1 | -2 | 0.8 | -4 | 0
O=C(O)COc1ccc(/C=C/c2nc(-c3ccccc3O)n[nH]2)cc1 | -4 | 3 | 1 | 0.97 | 0.48 | -3 | 1.3 | 52* | -8
Cc1oc(-c2ccccc2)cc1C(=O)Nc1cccc(/C=C/C(=O)O)c1 | -10 | -6 | 0 | 1.1 | 1 | -3 | 0.2 | -1 | -14
Cc1c(-c2nc(N)nc(Nc3ccccc3F)n2)oc2ccccc12 | -2 | 8 | 2 | 0.92 | 0.94 | -1 | -1.3 | 6 | 2
CCN(CC)S(=O)(=O)c1cccc(-c2nnc(SCC(N)=O)n2C)c1 | -12 | 5 | -1 | 0.95 | 1 | 0 | -2.1 | -2 | 1
